Large T inhibition: SV40 large T antigen inhibitors, biochemical (AID 1903); SV40 large T antigen ATPase/helicase inhibition assay; higher % means a stronger effect; inhibition, % at 20 µM, or IC50 in µM where a hit was titrated; hit rate 0.39% among 310,000; in the data active = a potency from the dose series; inconclusive = inhibition mostly from about 32% at the one dose, without a potency; inactive = the rest, 99 in 100 with inhibition below about 32%; note: strong numbers were not always called active
NS5 inhibitors: flavivirus cap methylation enzyme inhibition – biochemical, confirmation dose response, primary screen (AID 588689); Dengue-2 NS5 methyltransferase capping enzyme assay, biochemical; higher % means a stronger effect; one-dose inhibition, % at 25 µM; IC50 in µM for titrated hits; hit rate 0.3% among 340,000; in the data active = a potency from the dose series; inconclusive = inhibition above about 29% without an active follow-up result
RSV antiviral HEp-2: inhibition of RSV-induced cytopathic effect – HEp-2 cells, primary 10 µM value included (AID 2391); CPE inhibition, % at 10 µM; hits with a dose series show IC50 in µM; hit rate 0.13% among 310,000; HEp-2 cells, RSV-induced CPE inhibition; higher % means a stronger effect; in the data active = a potency from the dose series; inconclusive = CPE inhibition mostly from about 23% at the one dose, without a potency; inactive = the rest, 99 in 100 with CPE inhibition below about 21%; note: strong numbers were not always called active
HIV fusion peptide: cell-free HIV fusion peptide-binding blockers – biochemical, uHTS, fluorescence dequenching, primary screen (AID 1986) | cell-free peptide binding, fluorescence dequenching, 30 min; higher % means a stronger effect | hit rate 0.3% among 290,000 | inhibition, % at 20 µM, or IC50 in µM where a hit was titrated; in the data active = inhibition mostly above about 52%, no sharp cut-off; inactive = mostly below about 76%; note: some results filed as inactive read as strong as hits
Rac1 GTP hydrolysis: MgcRacGAP GTPase-activating activity inhibitors, confirmation, biochemical, ADP Hunter fluorescence | MgcRacGAP-stimulated Rac1 GTP hydrolysis, ADP Hunter fluorescence; higher % means a stronger effect; GST-tagged Rac1 F28L mutant substrate | inhibition, % at 30 µM, or IC50 in µM where a hit was titrated | hit rate 0.6% among 340,000 | AID 624330;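 active = first-screen hits whose inhibition reached a set limit at any dose in the follow-up dose series; inconclusive = inhibition above the set first-screen limit but never retested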;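 note: fluorescence reports GDP produced by GAP-driven GTP hydrolysis; strong numbers were not always called active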
GPR55 antagonists: GPR55 antagonists blocking LPI-driven arrestin recruitment, primary screen, imaging, U2OS, beta-arrestin-GFP, LPI agonist (AID 2013) | U2OS GPR55 beta-arrestin-GFP translocation imaging, LPI antagonism; higher % means a stronger effect | one-dose inhibition, % at 10 µM; IC50 in µM for titrated hits | hit rate 0.13% among 290,000;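 active = spots per cell inhibited over 60%, with over 100 cells counted and total cytoplasm intensity under 500,000; inconclusive = wells with under 100 cells, flagged as likely toxic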;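 note: U2OS cells stably carrying GPR55 and arrestin-GFP stimulated by 5 µM LPI near EC80; imaged beta-arrestin-GFP aggregate spots per cell after agonist stimulation; plate controls were LPI-stimulated DMSO wells for no effect and DMSO wells without LPI for full effect; some results filed as inactive read as strong as hits; confirmed hits need IC50 under 10 µM and bright autofluorescent wells are also inconclusive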
UTI89 phage lysis: protection from phage-mediated lysis, alamar blue read-out – E. coli UTI89, K1F phage, bacterial capsule biogenesis inhibitors (AID 488966) | E. coli UTI89 K1F phage lysis, alamar blue, 2 h; higher % means a stronger effect | inhibition, % at 100 µM, or IC50 in µM where a hit was titrated | hit rate 0.02% among 340,000;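 active = phage lysis inhibition, versus mean bacterial control, above a set limit; inconclusive = no clear call, values can overlap the other calls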;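 note: capsule biogenesis inhibitors block K1F phage lysis so surviving cells raise fluorescence; higher fluorescence means more inhibition of phage lysis; actives were called in the ten point dose series up to 300 µM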
GPR35 antagonists: inhibition of zaprinast-stimulated GPR35 beta-arrestin translocation – imaging, U2OS, beta-arrestin-GFP, zaprinast agonist, primary screen (AID 2058) | hit rate 0.052% among 290,000 | one-dose inhibition, % at 10 µM; IC50 in µM for titrated hits | U2OS GPR35 beta-arrestin-GFP translocation imaging, zaprinast antagonism; higher % means a stronger effect;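 active = inhibition of at least 50% with at least 30 cells and total cytoplasm GFP at most 10,000,000; inconclusive = under 30 cells or total GFP of 10,000,000 plus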
PhoP inhibition: PhoP-dependent GFP reporter repression – Salmonella Typhimurium, primary screen (AID 1863); S. Typhimurium PhoP-regulated promoter GFP reporter, 4 h; higher % means a stronger effect; one-dose inhibition, % at 50 µM; IC50 in µM for titrated hits; hit rate 0.16% among 300,000;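 active = inhibition over 29.93%, a cutoff 3 SD above the screen mean, later confirmed by dose response; inconclusive = inhibition over 29.93% but no dose response follow-up; inactive = inhibition at most 29.93% or unconfirmed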;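 note: 0% = low Mg2+ inducing control and 100% = high Mg2+ repressing control; strong numbers were not always called active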
NS5 inhibitors pilot replicate: also measured in NS5 inhibitors; calls as there; inhibition, %; measured here: pilot screen replicate inhibition
* hit, by the source's call; ? = inconclusive; . = not tested or not shown; [ ] = dose if it differs, or a comment.

SMILES	Large T inhibition	NS5 inhibitors	RSV antiviral HEp-2	HIV fusion peptide	Rac1 GTP hydrolysis	GPR55 antagonists	UTI89 phage lysis	GPR35 antagonists	PhoP inhibition	others
Cc1ccc(OCCOCCN2CCN(C)CC2)c(C(C)(C)C)c1	10%	.	-1.4%	0.7%	?	3%	3.2%	4%	-2%
Cc1nn(-c2ccccc2)c(C)c1/C=N/NC(=O)c1cc(C(C)(C)C)[nH]n1	1%	0%	7.0%	-0.8%	6%	-3%	-0.2%	13%	6%
COc1ccc(S(=O)(=O)NC(C)C(=O)NCc2cccnc2)cc1Cl (configuration not stated)	3%	7%	5.4%	1.3%	2%	20%	0.9%	4%	8%
Clc1ccc2c(c1)C1OCCC1C(c1ccco1)N2 (configuration not stated)	10%	27%	39%	-0.8%	16%	-7%	-0.1%	-2%	-4%
CC(=NCCCn1ccnc1)c1c(C)[nH]n(-c2ccc([N+](=O)[O-])cc2)c1=O	18%	2%	-1.0%	1.7%	12%	-2%	2.6%	3%	-2%
Cn1c(SCC(N)=O)nnc1C1CCN(C(=O)NC2CCCCC2)CC1	-3%	0%	0.7%	0.1%	7%	7%	5.1%	-3%	-1%
CCCN1CNc2c(c(=O)[nH]c(=S)n2-c2ccccc2Cl)C1	17%	-4%	-1.1%	-3.0%	8%	11%	0.1%	2%	-2%
CC(C)C(C)NC(=O)CSc1nnc(-c2c[nH]c3ccccc23)o1 (configuration not stated)	1%	1%	-0.4%	-1.0%	9%	8%	0.3%	-10%	4%
CCOc1ccccc1NC(=O)CCS(=O)(=O)c1cccc2nonc12	-3%	0%	1.0%	-1.5%	5%	4%	0.7%	7%	-4%
CCc1ccc(C(=O)COC(=O)CNC(=O)Cc2ccccc2)cc1	11%	-8%	0.6%	-0.9%	6%	-10%	0.2%	-6%	7%
FC(F)(F)c1nc2ccccc2[nH]1	3%	.	-0.6%	-0.2%	.	-8%	.	4%	-12%
Cc1csc(NC(CO)c2nc3ccccc3n2CCOCCO)n1 (configuration not stated)	8%	0%	1.5%	.	10%	.	1.5%	.	-6%
O=C(Nc1cccnc1)c1cc2cc(Br)ccc2oc1=O	9%	6%	.	-12%	-2%	9%	0.3%	3%	-9%
C=CCn1c(COc2cccc(C)c2)nnc1SCC(=O)NC(=O)NCc1ccco1	17%	-7%	0.7%	5.6%	7%	4%	4.9%	22%	-7%
O=C(COc1ccccc1O)NCCN1CCOCC1	7%	-1%	3.5%	0.1%	1%	-5%	0.3%	-7%	-3%
O=C(CCCC(=O)OCC(Cl)=C(Cl)Cl)Nc1ccccc1F	1%	4%	1.7%	-0.2%	7%	5%	0.1%	4%	10%
CCC(C)c1ccc2oc(-c3ccc(NC(=O)c4ncn[nH]4)cc3)nc2c1 (configuration not stated)	1%	-8%	9.9%	0.7%	4%	-13%	1.0%	5%	2%
COc1ccc(C)cc1NC(=O)C(C)N1CCOCC1 (configuration not stated)	4%	-5%	1.0%	0.2%	8%	-5%	0.1%	14%	-1%	NS5 inhibitors pilot replicate=-3.3
COC(=O)C(CO)NC(=O)C1CCCN1C(=O)CNC(=O)OCc1ccccc1 (configuration not stated)	2%	-5%	1.4%	-2.7%	4%	10%	0.1%	3%	-3%
COC(=O)C1(C)NC(c2ccc(O)cc2)C2C(=O)N(c3ccc(C)cc3)C(=O)C21 (configuration not stated)	7%	1%	3.2%	2.2%	7%	-3%	0.0%	20%	0%	NS5 inhibitors pilot replicate=-2.4
O=C(Nc1ccc(Cl)cc1)N1CCN(c2ccccc2)CC1	7%	-4%	13%	-0.9%	13%	7%	2.3%	17%	-5%
CCCOc1ccc(N2C(=O)CC(N3CCOCC3)C2=O)cc1 (configuration not stated)	-1%	-3%	1.3%	2.9%	4%	3%	3.1%	10%	8%
O=C1CCN(Cc2ccccc2)CCN1[C@H](CSc1ccccc1)c1ccccc1	32%	-1%	1.3%	1.1%	-1%	11%	0.2%	2%	-5%
CSc1ccccc1C(=O)NC1CCCc2ccccc21 (configuration not stated)	1%	5%	3.1%	-1.7%	0%	21%	-0.1%	5%	1%
COc1ccc(NS(=O)(=O)c2ccc(NC(=O)c3ccccc3)cc2)nn1	6%	2%	-0.3%	-1.6%	4%	0%	0.0%	-4%	-6%

Following part
SMILES	Large T inhibition	NS5 inhibitors	RSV antiviral HEp-2	HIV fusion peptide	Rac1 GTP hydrolysis	GPR55 antagonists	UTI89 phage lysis	GPR35 antagonists	PhoP inhibition	others
CCOCC(=O)Nc1nnc(Cc2ccc(OC)cc2)s1	21%	1%	3.0%	0.1%	1%	3%	-0.3%	4%	7%
Cc1nnc(NC(=O)c2ccc(C)c(S(=O)(=O)N3CCOCC3)c2)s1	1%	-3%	-0.2%	1.4%	4%	8%	4.7%	-4%	3%
C#CCOCCOCCOCCNc1nc(N2CCN(C(=O)[C@H]([C@@H](C)CC)n3cc([C@@H](N)CO)nn3)CC2)nc(N2CCN(C(=O)[C@H](Cc3ccc(O)cc3)n3cc([C@@H](N)CC(C)C)nn3)CC2)n1	6%	3%	-0.6%	7.0%	7%	-2%	-0.2%	-9%	3%
Cc1ccc(-c2csc3ncn(CC(=O)O)c(=O)c23)cc1C	7%	-3%	0.3%	2.8%	5%	-5%	-1.4%	4%	-6%
Cc1ccc(/C=N/NC(=O)c2ccoc2C)s1	8%	-1%	2.9%	2.1%	11%	5%	-6.7%	-8%	6%
CN1C(=O)c2ccc(C(=O)Nc3ccc4c(c3)OCO4)cc2C1=O	3%	3%	0.3%	-1.1%	6%	10%	0.0%	-6%	-5%
CC(C)[C@H](NC(=O)OC(C)(C)C)c1nnc(SCc2cccc(F)c2)o1	9%	-3%	14%	-3.1%	2%	10%	0.8%	-13%	25%
OC(CN1CC=C(/C=C/c2ccc(Br)cc2)CC1)c1ccccc1 (configuration not stated)	0%	1%	0.8%	-0.4%	8%	8%	1.7%	3%	-4%
Cc1cc(NC(=O)CCC(=O)N(CC(C)C)C(C(=O)NC(C)(C)C)c2ccccc2Cl)no1 (configuration not stated)	4%	2%	1.3%	1.0%	1%	4%	0.1%	2%	4%
Cc1nnc(NC(=O)C2CCN(S(=O)(=O)c3cc([N+](=O)[O-])ccc3Cl)CC2)o1	.	-2%	0.5%	.	6%	.	0.3%[50 µM]	.	.
Fc1ccc(/C=N/Nc2nn[nH]n2)cc1	5%	-2%	-0.4%	0.2%	2%	-4%	0.4%	12%	-2%
COC(=O)C(CC(=O)c1ccc(Cl)cc1)c1ccc(C(C)C)cc1 (configuration not stated)	0%	-7%	2.9%	-0.5%	6%	4%	0.3%	1%	-8%
CC(=O)C(Cl)C(=O)Nc1ccccc1 (configuration not stated)	8%	-7%	.	-1.0%	7%	-8%	-0.6%	-8%	-7%
CS(=O)(=O)Nc1ccc(Br)cc1C(=O)c1ccccc1	-1%	-5%	-1.8%	0.1%	-1%	8%	0.2%	0%	6%
COc1cc(OC)c(OC)cc1/C=C1/C(=O)N=C(N)N1C	0%	-22%	1.9%	6.0%	1%	0%	0.1%	-8%	-3%
Cc1ccsc1CN1CCN(c2ccccn2)CC1	3%	-8%	-0.5%	1.5%	26%	15%	0.3%	-8%	8%	NS5 inhibitors pilot replicate=-2.1
O=C(CNCCCO)Nc1cc(C(F)(F)F)cc(NC(=O)CNCCCO)c1Cl	4%	1%	-0.5%	-0.1%	2%	14%	1.4%	1%	3%
COc1ccc(CCNC(=O)CSc2cc(=O)[nH]c(N)n2)cc1OC	2%	3%	0.5%	-2.8%	9%	9%	1.0%	5%	-7%
O=[N+]([O-])c1cc2c(cc1[N+](=O)[O-])OCCOCCOCCOCCO2	2%	1%	0.7%	-2.2%	14%	22%	0.1%	-4%	7%
O=C(CSc1nnc(CNC(=O)c2ccccc2)o1)NCc1ccccc1	8%	-4%	0.8%	-2.0%	-8%	3%	-0.2%	-3%	-2%
COCCNCCCCOc1ccccc1-c1ccccc1	4%	-2%	-0.8%	2.5%	19%	2%	0.0%	10%	-3%
CCc1cccc(NC(=O)C2CCN(S(=O)(=O)c3ccc4[nH]c(=O)ccc4c3)CC2)c1	17%	-3%	-1.3%	-0.7%	8%	8%	-2.2%	6%	.
CCN(CC)CCNC(=O)Cn1c(-c2ccccn2)nc2ccccc21	3%	-1%	-0.3%	2.0%	4%	1%	-0.8%	-16%	-4%
COc1cccc2sc(NC(=O)c3ccc(S(=O)(=O)N4CCOCC4)cc3)nc12	15%	-2%	0.8%	-2.2%	4%	6%	2.9%	-8%	9%
CCOC(=O)/C(=C\c1ccc([N+](=O)[O-])cc1)C(=O)c1cc(C(C)=O)c(Nc2ccccc2)s1	2%	-7%	-4.6%	1.0%	6%	33%	-0.4%	-9%	-8%

Next compounds.
SMILES	Large T inhibition	NS5 inhibitors	RSV antiviral HEp-2	HIV fusion peptide	Rac1 GTP hydrolysis	GPR55 antagonists	UTI89 phage lysis	GPR35 antagonists	PhoP inhibition	others
CC(=O)c1c(C)[nH]c(C(=O)OCC(=O)Nc2ccc3[nH]c(=O)[nH]c3c2)c1C	19%	5%	-1.5%	.	9%	.	1.6%[50 µM]	.	-9%
COc1ccc(S(=O)(=O)NCc2ccccc2Cl)cc1OC	5%	-1%	4.7%	-0.9%	2%	3%	5.2%	6%	-13%
CCN(CC(=O)Nc1ccc(NC(C)=O)cc1)C(=O)C1CC(=O)N(Cc2ccc(C)cc2)C1 (configuration not stated)	-1%	-5%	0.9%	.	7%	.	0.1%[50 µM]	.	-4%
CCCCc1ccc(NC(=O)CSc2nc(=O)n3cc(C)ccc3n2)cc1	20%	0%	5.6%	.	-1%	.	1.7%[50 µM]	.	-5%
COc1ccc(O)c(C(=O)c2cnc3onc(C)c3c2)c1	3%	-9%	2.6%	-1.4%	8%	-12%	0.4%	3%	13%
CCN(c1ccc(NC(=O)COC(=O)CCC(=O)c2ccc(F)cc2)cc1)C(C)C	24%	-5%	1.7%	-3.5%	11%	-2%	2.2%	0%	1%
CCCc1cc(NCCCN2CCOCC2)n2c(nc3ccccc32)c1C#N	17%	-2%	0.5%	6.3%	11%	0%	-0.1%	8%	3%
O=C1CN(C(=O)CSc2nnnn2C2CC2)c2ccccc2N1	.	-13%	0.2%	.	2%	.	0.5%[50 µM]	.	.
O=c1cc2c(n[nH]1)-c1ccccc1CC2	12%	-3%	-3.5%	-2.2%	6%	18%	0.1%	-9%	-3%
